High-throughput results (PubChem BioAssay)
D1 ag: activates the human D1 dopamine receptor | activation, % at 2 µM | actives 1% (n = 360,000) | HEK293 T-REx D1 cells, calcium flux, agonist mode | P21728; in the data active = activation above about 30%; also: 0% is about no effect
Target sequence (P21728 whole entry, looked up): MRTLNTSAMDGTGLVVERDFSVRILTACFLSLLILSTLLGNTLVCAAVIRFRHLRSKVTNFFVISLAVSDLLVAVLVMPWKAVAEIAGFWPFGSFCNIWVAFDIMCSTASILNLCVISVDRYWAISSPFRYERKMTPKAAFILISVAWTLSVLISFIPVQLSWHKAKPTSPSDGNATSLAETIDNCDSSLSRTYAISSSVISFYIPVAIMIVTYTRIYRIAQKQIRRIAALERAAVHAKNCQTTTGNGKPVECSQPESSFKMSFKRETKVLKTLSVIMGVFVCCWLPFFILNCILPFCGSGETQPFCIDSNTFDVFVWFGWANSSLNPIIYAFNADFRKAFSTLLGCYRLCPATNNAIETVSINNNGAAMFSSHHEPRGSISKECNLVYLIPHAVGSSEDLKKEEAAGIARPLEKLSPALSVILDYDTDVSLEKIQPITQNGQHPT
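Inducible HEK293 T-REx D1 cells, force-coupled to calcium signalling, were plated at 4000 cells/well with tetracycline and held overnight at 30 C. After no-wash calcium dye loading, compound-evoked calcium rise over 180 s flagged agonists.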
Vif-A3G inh: blocks the Vif interaction with human APOBEC3G; Potency, µM (series often up to 46.1 µM), for inactives: at the top dose activity, negative = active, actives largely listed as inhibitors; Q9HC16; HeLa A3G-eYFP + Vif (tagged APOBEC3G with the HIV-1 protein that degrades it), YFP fluorescence, overnight; actives 0.076% (n = 410,000);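 also: potency is read from the fitted curve at half-maximal effect; % is scaled to controls: 0 for no effect and ±100 for the full control effect; nearly all actives have a fitted effect of over 60% in size; hits raise eYFP signal because A3G escapes Vif-driven loss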
Target sequence (Q9HC16 whole entry, looked up): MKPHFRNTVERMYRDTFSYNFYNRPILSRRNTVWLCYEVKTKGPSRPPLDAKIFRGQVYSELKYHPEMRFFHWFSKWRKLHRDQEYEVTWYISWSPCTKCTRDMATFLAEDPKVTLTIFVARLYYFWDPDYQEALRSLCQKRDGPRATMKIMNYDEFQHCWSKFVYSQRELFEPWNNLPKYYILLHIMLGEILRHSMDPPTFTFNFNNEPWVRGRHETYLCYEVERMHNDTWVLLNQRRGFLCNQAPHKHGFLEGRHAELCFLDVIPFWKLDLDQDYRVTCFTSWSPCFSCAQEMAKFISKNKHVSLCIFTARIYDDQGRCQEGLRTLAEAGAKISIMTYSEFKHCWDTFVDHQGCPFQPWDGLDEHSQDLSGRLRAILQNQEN
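Read-out is eYFP fluorescence (Ex 488/Em 500-530) from Vif-expressing HeLa A3G-eYFP cells; more signal means A3G escaped Vif-mediated degradation. Cells plated overnight, compound pinned in, incubated overnight at 37 deg C.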
D1 potentiator: potentiators of human D1 dopamine receptor | P21728 | AID 504651 | HEK293 TREx D1 cells, calcium flux, dopamine EC20 potentiation | actives 0.036% (n = 360,000) | potentiation, % at 10 µM; in the data active = potentiation above about 30%; also: 0% is about no effect
RXFP1 ag: agonists of human relaxin receptor RXFP1; actives 0.3% (n = 370,000); Potency, µM (top dose mostly 57.5 µM), for inactives: at the highest dose activation, actives largely listed as activators; HEK293T-RXFP1 cAMP TR-FRET, 30 min; response scale: percent of porcine relaxin response, buffer zero; also: potency is read from the fitted curve at half-maximal effect; % is scaled to controls: 0 for no effect and ±100 for the full control effect; nearly all actives have a fitted effect of over 60% in size; many of its hits are not listed in these tables
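HEK293T cells stably expressing RXFP1 were pretreated with the PDE4 inhibitor Ro 20174, exposed to compounds for 30 min at 37C, lysed, and cAMP was read by TR-FRET. Data normalized to buffer (basal) and 29 nM porcine relaxin (100%).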
Glioma ERSR ind: inducers of ER stress response in human glioma cells | actives 0.02% (n = 420,000) | U87-MG GRP78 promoter luciferase reporter, 16 h | Potency, µM, inactives show at the top dose activation, usual class: activators; also: potency is read from the fitted curve at half-maximal effect; series mostly up to about 76 µM; % of control where 0% means no effect; nearly all actives have a fitted effect of over 35% in size
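Stably transfected U87-MG human glioma cells carrying a GRP78-based luminescent sensor were seeded at 1000 cells/well, pin-dosed with compounds and incubated 16 h. Luciferase reagent was then added, and end-point luminescence was read after 10 min at room temperature.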
D2 potentiator: positive allosteric modulators of human D2 dopamine receptor; P14416; HEK293 T-REx D2, calcium flux, EC20 dopamine potentiation; potentiation, % at 10 µM; actives 0.34% (n = 340,000); AID 485347;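 active = potentiation over 3 SD above the plate norm, cut at about 30% in these data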; also: 0% is about no effect
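Using a no-wash calcium dye in inducible, force-coupled HEK293 Trex cells expressing D2, we tracked fluorescence each second for 180 s after compound, then for 180 s after EC20 dopamine to detect augmented signalling.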
Vif-APOBEC3F blk: blocks the Vif interaction with APOBEC3F. AID 602313. HeLa A3F-eYFP + Vif (tagged APOBEC3F with the HIV-1 protein that degrades it), YFP fluorescence increase. Potency, µM (series often up to 46.1 µM), for the others: at the highest dose activity, negative = active. actives 0.2% (n = 390,000); also: potency is read from the fitted curve at half-maximal effect; % of control where 0% means no effect; nearly all actives have a fitted effect of over 65% in size
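Fluorescence increase (Ex 488/Em 500-530) after overnight compound treatment at 37 deg C flags inhibition of Vif-driven A3F-eYFP loss in stable HeLa A3F-eYFP/Vif cells seeded overnight beforehand.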
RXFP1 antagonist: RXFP1 (human) relaxin receptor antagonism | HEK293-RXFP1, relaxin-stimulated cAMP HTRF, 30 min; hits give low values | activity change, negative = inhibition, % at 57.5 µM | actives 0.59% (n = 350,000) | AID 1259400;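 active = activity change of -60% or lower, but not beyond a set lower limit; inconclusive = change between -60% and -40%, or beyond the set limit; inactive = change above -40%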; also: % is scaled to controls: 0 for no effect and ±100 for the full control effect
D1 antagonist: antagonists of human D1 dopamine receptor; activity change, negative = inhibition, % at 10 µM; HEK293 TREx D1 cells, calcium flux, dopamine EC80; hits give low values; P21728; actives 3.2% (n = 360,000); in the data active = activity change below about -30%; also: % is scaled to controls: 0 for no effect and ±100 for the full control effect
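Allosteric or orthosteric antagonism assessed as attenuation of the calcium response to EC80 dopamine, added 180 s after compound, in induced HEK293 Trex D1 cells loaded with no-wash calcium dye.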
Active calls of the source: *; u = inconclusive; x = not tested or not shown; & = joins results of further samples. Unless noted, calls follow the shape of the dose curve; as a rule, active = well fitted curve in the direction sought with a large enough effect; inconclusive = small, poorly fitted or top-dose-only effect, or another doubt; inactive = no such curve, though single readings can be large; an effect the other way counts as inactive or inconclusive.

SMILES	D1 ag	Vif-A3G inh	D1 potentiator	RXFP1 ag	Glioma ERSR ind	D2 potentiator	Vif-APOBEC3F blk	RXFP1 antagonist	D1 antagonist
CC(=O)c1ccc(N=C2C(=O)Nc3ccccc32)cc1	1	0%	-7	1.4%	2%	20	-13%	-3	11
Nc1nc(SCc2ccccc2)n[nH]1	3	-7%	4	-1.5%	-2%	0	1%	2	3
O=C(NC1CCCCCC1)C(=O)NC1CCCC1	5	1%	-1	5.5%	4%	-1	2%	7	-33*
CC(C)c1cc(=O)[nH]c(SCC(=O)NC2CCCC2)n1	3	-2%	4	2.0%	-6%	5	2%	3	-4
Cc1cccn2c(=O)c3cc(C(N)=S)c(=N)n(CCCN4CCOCC4)c3nc12	3	8%	-1	u	-4%	4	7%	10	15
CCOc1ccc(NC(=O)CC2C(=O)N(CC)C(=S)N2NC(=O)c2ccncc2)cc1 (stereo not drawn)	3	1%	-9	0.5%	-4%	-2	5%	-17	8
Cc1c(/C=N/NC(=O)c2cc(C(C)(C)C)[nH]n2)c2ccccc2n1C	1	-2%	6	-0.3%	-3%	-26	0%	2	-2
CC1(C)CC(=O)c2cc(-c3nc(-c4ccc(Cl)cc4)cs3)c(=O)n(-c3cccc(F)c3)c2C1	0	3%	-1	-2.7%	-5%	-5	-4%	3	-16
COc1cc(SC)ccc1C(=O)NCC1CCCCC1	0	1%	-1	-7.6%	6%	3	u	-15	9
CC(C)NC(=O)N(C)C[C@@H]1OCc2cn(nn2)CCCC(=O)N([C@H](C)CO)C[C@H]1C	x	-1%	x	x	-3%	x	-7%	-14	x
Cc1ccc(-c2nc3ccccc3c(=O)n2NC(=O)COc2ccccc2)cc1	1	-1%	-4	2.1%	-5%	-4	3%	-10	-5
Cc1cnc(C(=O)OCc2cc(=O)n3c(C)cccc3n2)cn1	x	0%	x	x	-1%	x	0%	11	x
COc1ccc(C(CNC(=O)c2cccnc2SC)N2CCOCC2)cc1 (stereo not drawn)	1	0%	-4	0.1%	-3%	-3	-2%	-2	4
O=C1c2ccccc2C(=O)N1C/C=C/c1ccccc1	-2	-3%	2	3.4%	-2%	13	-5%	-6	-6
CCOC(=O)Cc1nnc(NC(=O)CSc2nnc3c4ccccc4n(C(C)C)c3n2)s1	7	-4%	-6	23%	-2%	x	-2%	1	-4
COc1ccc(-c2nnc(NC(=O)C3=COCCO3)o2)cc1	1	0%	-3	3.1%	-2%	4	0%	-1	11
Cc1nc(Nc2cc(F)ccc2C)c2nnn(Cc3ccccc3)c2n1	5	-7%	-2	1.9%	1%	-4	1%	-15	12
CC1CCCC(NC(=O)COc2ncnc3ccccc23)C1C (stereo not drawn)	x	0%	x	x	0%	x	-17%	6	x
O=C(COc1ccc(Cl)cc1)Nc1cc(S(=O)(=O)N2CCCCC2)ccc1N1CCCCC1	5	-1%	5	-0.2%	-2%	-5	0%	-2	-14
CCCCC(c1nnnn1C1CCCC1)N1CCN(C2CCCC2)CC1 (stereo not drawn)	4	2%	1	0.9%	-4%	-4	-16%	-3	16
Oc1cc2c(cc1C(c1ccc(Cl)c(Cl)c1)N1CCCC1)OCO2 (stereo not drawn)	4	-13%	-3	4.6%	-3%	-3	-8%	-11	14
C/C(=N\NC(=S)NC(C)C)c1cccc([N+](=O)[O-])c1	1	-4%	-4	0.0%	-3%	9	8%	-3	7
CCCN1C(=O)C(O)(C/C(C)=N/O)c2ccccc21 (stereo not drawn)	3	2%	-4	0.3%	-1%	-5	-4%	-15	1
CCOCCc1nn2c(=O)cc(COC(=O)c3ccc(NC(=O)C(C)(C)C)cc3)nc2s1	3	-1%	0	5.1%	-5%	-1	-5%	-1	-3
Cc1cc(-c2ccccc2)n2nc(-c3ccc(Cl)cc3)cc2n1	1	4%	-4	0.3%	-3%	19	-4%	1	18
Going on with the list.
SMILES	D1 ag	Vif-A3G inh	D1 potentiator	RXFP1 ag	Glioma ERSR ind	D2 potentiator	Vif-APOBEC3F blk	RXFP1 antagonist	D1 antagonist
O=C(NCc1ccc(Cl)cc1Cl)Nc1ccccc1	x	1%	x	x	-4%	x	7%	-10	x
Cc1c(CC(=O)N2CCCCC2)c(=O)oc2cc(O)ccc12	-1	-5%	3	12%	1%	-5	-1%	3	2
CCCN1CCC(=O)N([C@H](CO)Cc2ccccc2)CC1	0	4%&-3%	-6	-0.8%	-5%&2%	9	-1%	x	-22
O=C(Nc1ccc(F)cc1Cl)C1Cc2ccccc2N1C(=O)c1ccccc1 (stereo not drawn)	3	1%	4	0.7%	1%	-2	4%	-18	5
COc1ccc(-c2ccc(CN3C(C(C)C)C(=O)N(Cc4cn(CCC5OCCCO5)nn4)CCS3(=O)=O)cc2)cn1 (stereo not drawn)	x	1%	x	x	3%	x	-4%	0	x
CCOC(=O)Nc1ccc2nc(-c3cscn3)[nH]c2c1	x	u	x	x	-4%	x	-19%	7	x
COc1ccc(C2=CC(=O)C[C@H](c3ccc(Cl)cc3)C2)cn1	-2	-1%	-1	1.8%	2%	4	-1%	x	x
CC(C)(C)c1nc2scc(-c3cccs3)c2c(=O)o1	1	-1%	-3	1.0%	4%	5	-8%	-13	-18
CCCC(=O)Nc1ccc2nn(-c3ccc(CC)cc3)nc2c1	3	-3%	1	3.5%	2%	-3	-8%	-1	20
CN(C(=O)CSc1cccc[n+]1[O-])C1CCCCC1	x	-8%	x	x	-2%	x	-4%	-17	x
CC(=O)N1CCc2cc(S(=O)(=O)NC(Cc3ccccc3)C(=O)O)ccc21 (stereo not drawn)	-1	2%	1	1.5%	-4%	2	-7%	1	-1
Cc1noc(NS(=O)(=O)c2ccc(NC(=O)/C=C/c3ccc(Cl)cc3Cl)cc2)c1C	x	u	x	x	-1%	x	3%	-10	x
COc1ccc(OCCCn2cc(/C=C3/C(=N)N4C=C(C)SC4=NC3=O)c3ccccc32)cc1	3	1%	1	-1.4%	-2%	-19	2%	4	25
CCn1c(SCC(=O)c2[nH]c(C)c(C(C)=O)c2C)nnc1-c1ccccc1	9	2%	-5	2.6%	-8%	2	4%	6	-35*
CC(C)(C)n1nc2c(c1NC(=O)Cc1cccc3ccccc13)CS(=O)(=O)C2	0	-2%	-4	-0.7%	-3%	0	9%	1	4
COc1cc(/C=N/n2c(=S)[nH]nc(C)c2=O)cc([N+](=O)[O-])c1O	4	-10%	-2	3.6%	-4%	-8	-5%	-5	-19
COc1ccccc1NS(=O)(=O)c1cc(NC(=O)c2cccc(S(=O)(=O)N(C)C)c2)ccc1N1CCOCC1	8	-1%	-3	1.1%	-4%	x	7%	-8	-1
CCOc1cc(C=O)ccc1OCCSc1ccc(C)cc1	11	0%	-4	-1.5%	2%	-8	-16%	9	-9
FC(F)(F)c1ccc(C2[C@H]3CN(Cc4ccc(-c5ccccc5)cc4)[C@H](c4ccccc4)C34CC2(c2cccnc2)C4)cc1 (stereo partly drawn)	2	4%	-4	0.0%	-4%	9	1%	x	-13
COCCNc1ccc(S(=O)(=O)N2CCCC2)cc1[N+](=O)[O-]	0	-8%	-16	0.0%	-3%	-1	0%	10	-2
Cc1ccc(Oc2ccc(NC(=O)c3ccco3)cc2)cc1	19	0%	-11	-0.8%	13%	-4	-2%	-10	-47*
COC(=O)c1ccc(C(=O)N(C)C2CCCN(Cc3ccccc3F)C2)cc1 (stereo not drawn)	-3	1%	-10	0.6%	-1%	-10	-11%	-4	2
C=CCc1cccc2cc(C(=O)Nc3ccccc3C(=O)O)c(=O)oc12	1	-5%	7	-0.3%	0%	-12	-1%	-26	8
Cc1ccc(C(=O)Nc2cccc(S(=O)(=O)N3CCCCC3)c2)cc1S(=O)(=O)N1CCOCC1	x	9%	x	x	-1%	x	1%	2	x
Cc1ccc(-n2c(C)n[nH]c2=S)cc1C	3	0%	-9	-1.2%	-5%	-4	3%	-1	9

Single records, as listed above. Order of values: D1 ag | Vif-A3G inh | D1 potentiator | RXFP1 ag | Glioma ERSR ind | D2 potentiator | Vif-APOBEC3F blk | RXFP1 antagonist | D1 antagonist
O=C(Nc1ccc(F)cc1Cl)C1Cc2ccccc2N1C(=O)c1ccccc1 (stereo not drawn) reads 3 | 1% | 4 | 0.7% | 1% | -2 | 4% | -18 | 5
CCCC(=O)Nc1ccc2nn(-c3ccc(CC)cc3)nc2c1 reads 3 | -3% | 1 | 3.5% | 2% | -3 | -8% | -1 | 20
Cc1ccc(Oc2ccc(NC(=O)c3ccco3)cc2)cc1 reads 19 | 0% | -11 | -0.8% | 13% | -4 | -2% | -10 | -47*

New compounds follow:
SMILES	D1 ag	Vif-A3G inh	D1 potentiator	RXFP1 ag	Glioma ERSR ind	D2 potentiator	Vif-APOBEC3F blk	RXFP1 antagonist	D1 antagonist
Cc1cc(C)cc(OCC(=O)Nc2ccc(N3CCN(S(C)(=O)=O)CC3)cc2)c1	1	-4%	-1	2.1%	0%	4	0%	-9	2
CCCOc1cccc(NC(=O)c2c(-c3ccccc3)noc2C)c1	22	-5%	-2	2.0%	1%	0	-12%	1	-4
CC(=O)Nc1ccc(S(=O)(=O)N2CCN=C2SCc2cccnc2)cc1	6	-1%	-10	0.2%	-1%	3	-2%	-5	-4
Cc1sc(-c2ccncc2)nc1OC(=O)c1ccccc1	1	-8%	-2	-0.4%	-2%	13	-11%	x	14
O=C(Cc1cccc(C(F)(F)F)c1)NCC(c1ccco1)N1CCCCC1 (stereo not drawn)	-3	1%	0	-1.7%	-8%	-5	-11%	-27	-4
Cc1ccc(C=Nc2cccnc2N)cc1	90*	-4%	13	1.3%	1%	-4	1%	4	7
Cc1nnc(SC(C(=O)Nc2cc(Cl)cc(Cl)c2)c2ccccc2)[nH]c1=O (stereo not drawn)	3	-7%	-4	0.5%	0%	-10	9%	-13	-13
CCOc1ccc(CCN2CN(CC)CNC2=S)cc1OCC	0	2%	-8	-0.1%	-1%	x	-10%	-2	-4
CCn1ncc(/C=N\NC(=O)Cc2ccc([N+](=O)[O-])cc2)c1C	9	0%	-8	6.7%	-1%	15	11%	-10	-5
CCN1CCN(C(=O)c2ccc(CSc3ccc(C)cc3)cc2)CC1	183*	1%	21	-0.9%	-1%	22	-7%	-4	5
Cc1cccc(OCCC(=O)OCC(=O)N2CCc3ccccc32)c1	2	-3%	1	-6.0%	-2%	-5	-3%	-10	26

Some of the compounds tested; rates above refer to the full screens.
